# UDG counter: UDG inhibition counter-screen; FRET deamination/UDG coupled assay, UDG read, 4 h; Potency, µM (highest dose often 115 µM), for the others: top-dose activity change, negative = inhibition, usual class: inhibitors; 91,000 compounds, 0.14% hits; further: nearly all actives have a fitted effect of over 65% in size
# AID inh: blocks human AID cytidine deaminase activity. AID deamination FRET fluorescence, UDG-coupled, 4 h. Potency, µM (titrated, usually from 115 µM), without a hit: at the highest dose activity change, negative = inhibition, hits mostly inhibitors. 91,000 compounds, 0.32% hits. Q9GZX7; further: nearly all actives have a fitted effect of over 25% in size
# Target sequence (Q9GZX7 whole entry, looked up): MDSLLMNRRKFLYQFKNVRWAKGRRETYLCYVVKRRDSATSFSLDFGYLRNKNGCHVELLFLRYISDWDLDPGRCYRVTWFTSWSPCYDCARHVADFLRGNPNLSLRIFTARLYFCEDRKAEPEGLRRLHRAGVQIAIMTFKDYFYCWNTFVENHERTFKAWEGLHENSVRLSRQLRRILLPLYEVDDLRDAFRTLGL
# * hit, by the source's call; ? = inconclusive; [ ] = remark or other dose. The call rests on the fitted dose curve; in most records, active means well fitted curve in the direction sought with a large enough effect; inconclusive means small, poorly fitted or top-dose-only effect, or another doubt; inactive means no such curve, though single readings can be large; an effect the other way counts as inactive or inconclusive. On the % scale 0 is the no-effect control and ±100 the full control effect; potency means the concentration at half of the fitted maximal effect. Some of the compounds tested, so the mix of outcomes need not match the whole.
SMILES,UDG counter,AID inh
COC(=O)C1=C(c2ccccc2)c2ccccc2S(=O)(=O)N1CC(=O)Nc1cccc(C(C)=O)c1,-20%,0%
COc1cccc(N2CCN(S(=O)(=O)c3cc(Br)cc4c3N(C(=O)C3CC3)CC4)CC2)c1,-8%,0%
CSc1cccc(NC(=O)Nc2ccccc2OCc2cc(=O)n3cc(C)ccc3n2)c1,-22%,1%
N#Cc1ccc(C(=O)NCCc2ccccn2)cc1,-9%,-9%
N#Cc1ccc(CSc2ccccc2C(=O)NCCc2ccc3c(c2)OCCO3)cc1,1%,-10%
COc1ccc(S(=O)(=O)NCCc2cc3ccc(C)c(C)c3[nH]c2=O)cc1,-18%,4%
COc1ccccc1-c1noc(-c2ccc(NC(C)C)c([N+](=O)[O-])c2)n1,?,?
Fc1ccc(C(OCCCc2cnc[nH]2)c2ccc(F)cc2)cc1,-12%,-15%
COc1ccc(OCC(=O)NCCS(=O)(=O)N2CCN(c3cccc(Cl)c3)CC2)cc1,-3%,5%
CCc1nonc1NC(=O)c1oc2ccc(Cl)cc2c1C,-15%,-12%
Cc1c(Cl)cccc1NC(=O)CCN1CCN(Cc2cccc3ccccc23)CC1,?,-29%
COc1ccc(OC)c(NC(=O)c2c(NCc3ccc(OC)c(OC)c3)sc3c2CCC(C)C3)c1 (configuration not stated),-10%,5%
Cc1cc(C)cc(NC(=O)c2cc(S(=O)(=O)N3CCCCCC3)cn2C)c1,-1%,26%
COC(=O)c1ccc(CNC(=O)CCc2ncc(-c3ccccc3F)o2)cc1,0%,-2%
COc1ccc(-n2nc3ccc(NC(=O)c4cccc(OCCC(C)C)c4)cc3n2)cc1,8%[57.5 µM],54%[activator][57.5 µM]
CCOc1ccc(-c2cc(C(=O)NCCCOC)c3c(-c4ccc(CC)cc4)[nH]nc3n2)cc1,-2%,2%
COC(=O)c1cccc(C(=O)NCCc2ccccc2)c1,-7%,-3%
COc1ccc(OC)c(-n2cnc3c2NC(=O)CC3c2ccsc2)c1 (configuration not stated),0%,25%
CC(=O)COC(=O)c1ccccc1C(=O)c1ccc(C)c(C)c1,-3%,-4%
CCCC1N=C2c3ccccc3N=C(SCC(=O)Nc3ccc(OC)c(Cl)c3)N2C1=O (configuration not stated),-1%,5%
CN1[C@@H](CC(=O)c2ccccc2)CCC[C@H]1C[C@H](O)c1ccccc1,-7%,-8%
Cc1cccc(NC(=O)N2CCC(CN3CCOCC3)CC2)c1C,18%,2%
CCC(CC)C(=O)Nc1nn2c(CC(C)C)nnc2s1,-1%,6%
CC(=O)Nc1ccc(CNC(=O)C2CCCC2)cc1,6%,1%
COc1cccc(CNC(=O)CN2C(=O)CCCc3ccccc32)c1OC,-19%[57.5 µM],1%
COc1cccc(/C=C/c2onc(C)c2S(=O)(=O)N2CCC(C(=O)N3CCC(C)CC3)CC2)c1,11%,-26%
Cc1cccc(NC(=O)CCN2CCN(Cc3cccc4ccccc34)CC2)c1,79µM*,?
CCC(=O)C1=C(c2ccc(C)cc2)N(C(=O)CC)n2c(Cc3ccc(OC)cc3)nnc2S1,-7%,-3%
Nc1c(-c2nc(-c3ccc(Cl)cc3)cs2)c2ccccn2c1C(=O)c1ccc2c(c1)OCO2,?,-14%
COc1ccccc1C1=NS(=O)(=O)N(C)C(C(=O)N2CCN(C)CC2)=C1,-2%,2%
CC(C)OCCCNC(=O)c1ccccc1-c1ncc(-c2ccc(F)cc2)o1,-3%,1%
CCOc1ccc(NC(=O)c2cc3cc(Br)ccc3oc2=O)cc1,5%,4%
O=C(c1ccc(F)c(F)c1)N(C1CCCCC1)C1CCCCC1,-2%,-5%
O=C(NCC(c1cccnc1)N1CCc2ccccc21)c1ccccc1Br (configuration not stated),8%,?
CC1CCc2[nH]c3ccc(C(=O)Nc4ccccc4F)cc3c2C1 (configuration not stated),5%,24%
Cc1cc(C)n2nc(CNC(=O)c3c(F)cccc3F)nc2n1,-15%,-3%
COC(=O)C1CCN(C(=O)COC(=O)c2cccc3c(=O)c(C)c(-c4ccccc4)oc23)CC1,-4%,-16%
N#Cc1nc(-c2ccc(COc3ccccc3)o2)oc1NCc1ccccc1,-8%,-6%
CCOC(=O)c1cnc2c(ccc3ccccc32)c1Nc1ccc(N(C)C)cc1,-10%,?
N#C/C(=C\C=C\c1ccco1)C(=O)NC1CCCCCC1,-4%,12%
CCOc1ccccc1NC(=O)C1CCCN(S(=O)(=O)c2cccs2)C1 (configuration not stated),-11%,-12%
CCOC(=O)c1ccc(Nc2nc(-c3cc4cc(Br)ccc4oc3=O)cs2)cc1,0%,29%
COC(=O)c1ccc2c(=O)n(CCCCCC(=O)N3CCN(c4ccc(OC)cc4)CC3)c(=O)[nH]c2c1,11%,-24%
O=C(CCn1cccn1)Nc1ccc(Br)cc1F,3%,2%
CCOc1ccccc1NC(=O)COc1ccc(S(=O)(=O)NC2CCCCC2)cc1,8%,-13%
CCOC(=O)c1ccc(NC(=O)CSc2nc3ccccc3c(=O)n2CCC(=O)NC2CCCCC2)cc1,0%,5%
Cc1c(Cl)ccc2sc(N3CCN(C(=O)CS(=O)(=O)c4ccccc4)CC3)nc12,?,?
CN1CCN(C(CNCC(O)COC2CCCc3ccccc32)c2cccs2)CC1 (configuration not stated),-3%,0%
Cc1cc(C)c(C(=O)COC(=O)c2cccs2)c(C)c1,3%,2%
CCOc1ccc(/C=C/C(=O)Nc2sc3c(c2C(=O)OC)CCC3)cc1,-7%,38%[activator]
CCOC(=O)c1ccc(NC(=O)c2ccc(=O)n(Cc3cccc(C)c3)c2)cc1,-6%,23%
COc1ccc(OC)c(C(C)NC(=O)Cc2ccsc2)c1 (configuration not stated),6%,1%
COc1ccc(-c2c[nH]c3c(SCC(=O)Nc4ccc(OC)c(OC)c4)ncnc23)cc1,17%,7%
Cc1ccc(N2CC(NC(=O)Cc3ccc(F)cc3)CC2=O)cc1C (configuration not stated),-13%,?
COc1ccccc1CNC(=O)c1c(O)nc2c(C)cccn2c1=O,-23%,-23%
CCC1CN(S(=O)(=O)c2cc(-c3cc(C)no3)ccc2OC)c2cc(Cl)ccc2O1 (configuration not stated),-13%,-22%
COc1ccc(CN(C)C(=O)c2cc(=O)[nH]c3ccccc23)c(OC)c1,10%,6%
Cc1[nH]c2ccc(Br)cc2c1CCNC(=O)c1cc2ccccc2oc1=O,15%,9%
CCOC(=O)c1sc(NC(=O)c2cc(CC)on2)c(C(=O)OCC)c1C,-18%,-3%
O=C(O)CCNS(=O)(=O)c1cccc(F)c1,3%,1%
# Next records.
SMILES,UDG counter,AID inh
CC(Nc1ccc2oc(C3CC3)nc2c1)C(=O)NC(=O)NC1CC1 (configuration not stated),-7%,0%
CC(C)CN1C(=O)C(=O)N(Cc2ncc(-c3ccc(Cl)cc3)o2)C1=O,-11%,-6%
O=C1CN(C(=O)c2cc(=O)[nH]c3ccccc23)CCN1,-7%,-11%
Cc1ccccc1CNCCN1CCCC1,-2%,-4%
Cc1ccc(CN2CCCN(c3ccc(C(=O)NCc4ccc5c(c4)OCO5)cc3)C2=O)cc1,-1%,-6%
Nc1nccnc1C(=O)Nc1cccc(F)c1,3%,-2%
NC(=O)c1ccc(NC(=O)Cn2ccc3ccc(Cl)cc32)cc1,-4%,-6%
Cc1ccc(-n2nc3c(=O)n(C(C)C(=O)O)nc(C)c3c2C)cc1 (configuration not stated),5%,22%
COCCCNC(=O)CN1C(=O)c2c(c3ccccc3n2C)C1c1ccc(OC)cc1 (configuration not stated),-20%,7%
CC(=O)Nc1nonc1-c1nnc(SCc2ccccc2F)n1C,3%,-7%
Cc1ccc(CN2CCCN(c3cccc(C(=O)N4CCc5ccccc54)c3)C2=O)cc1,-4%,?
Nc1ccc2oc(-c3ccccc3)cc2c1,-5%,-10%
COc1nc(-c2ccc(C)cc2)ccc1-c1noc(-c2ccc(C(C)(C)C)cc2)n1,-24%,-7%
CCOC(=O)c1ccc(CN(Cc2ccc(Cl)cc2Cl)S(=O)(=O)c2cccc(Cl)c2)cc1,-8%,?
CCn1c2ccccc2c2cc(CN3CCN(Cc4cc(OC)c(O)c(OC)c4)CC3)ccc21,-12%,1%

# Molecules listed so far that have two or more sulfur atoms, in the order listed:
SMILES,UDG counter,AID inh
CCOc1ccccc1NC(=O)C1CCCN(S(=O)(=O)c2cccs2)C1 (configuration not stated),-11%,-12%
Cc1c(Cl)ccc2sc(N3CCN(C(=O)CS(=O)(=O)c4ccccc4)CC3)nc12,?,?

# Other results follow.
SMILES,UDG counter,AID inh
CCCNc1c(NC(=O)CC(=O)OCC)c(=O)oc2ccccc12,3%,-5%
COc1cc(C(C)N)ccc1OCCC(C)C (configuration not stated),10%,1%
Cn1nc(C(=O)OCC(N)=O)c2ccccc2c1=O,-1%,-4%
Cc1ccccc1-c1nc(SCC(=O)NCc2ccc(F)cc2)c2c(=O)n(C)c(=O)n(C)c2n1,-3%,-25%
Cc1ccc(NC(=O)CC2Sc3ccc(C(F)(F)F)cc3NC2=O)cc1Cl (configuration not stated),-9%,-11%
CCOc1cc(-c2nc(-c3ccc(Br)cc3)no2)cc(OCC)c1OCC,-15%,0%
Cc1ccc(-n2c(-c3ccco3)nc3c(cnn3-c3ccccc3C)c2=O)cc1,-13%,1%
CC(C)CCNC(=O)C1CCN(S(=O)(=O)c2cccc3nsnc23)CC1,-14%,-7%
COc1ccc(-c2cc(C(F)(F)F)nc(SCCC(=O)Nc3cccc(OC)c3)n2)cc1,10%,1%
CCCC1CCC(c2ccc(OC(=O)c3ccncc3)cc2)CC1 (configuration not stated),3%,-3%
Cc1ccc(CCNC(=O)c2ccc3c(c2)nc2n3CCOC2)cc1,57%[activator],4%
CCNC(=O)C1CCCN(Cc2ccc(C(F)(F)F)cc2)C1 (configuration not stated),-8%,-4%
CN1C(=O)Cc2cc(S(=O)(=O)CCC(=O)Nc3ccc(Cl)c(C(F)(F)F)c3)ccc21,?,19%
Cc1nc(Nc2ccccc2)sc1C(=O)Nc1ccccc1,-4%,1%
Cc1ccc2[nH]c3c(=O)n(CC(=O)N4CCN(c5cccc(C(F)(F)F)c5)CC4)ncc3c2c1,-13%,4%
CN(C)CCOC(=O)C1(c2ccccc2)CCCC1,11%,2%
Nc1nnnn1NCc1c(OCc2ccc(Cl)cc2Cl)ccc2ccccc12,2%,1%
COc1ccc(NC(=O)CSC2=Nc3ccccc3C3=NC(CCC(=O)NC4CCCCC4)C(=O)N23)cc1Cl (configuration not stated),14%,20%
Brc1cccc(-c2nnn3c2nc(N2CCCCC2)c2ccccc23)c1,-1%,7%
CC1=C(c2ccc(C)c(C)c2)S(=O)(=O)N=C1N1CCC(C(=O)N2CCC(C)CC2)CC1,6%,7%
CCN(C(=O)CSCc1ccco1)C1CCCCC1,-7%,-6%
CCn1c(SC(C)C(=O)Nc2nccs2)nnc1-c1ccco1 (configuration not stated),0%,-5%
CCOC(=O)c1cccc(NC(=O)CCn2nc(C)c(S(=O)(=O)N3CCCC3)c2C)c1,-14%,-10%
O=C(/C=C/c1cccc([N+](=O)[O-])c1)c1ccc(-c2ccccc2)cc1,9%,-6%
CCNS(=O)(=O)c1ccc(C)c(C(=O)NCC(O)c2cccc(Cl)c2)c1 (configuration not stated),-9%,-7%
CCCCn1c(SCC(=O)Nc2cccc(OC)c2)nc2ccsc2c1=O,-12%[57.5 µM],?
O=C(Nc1ccc(Br)cc1F)N1CC=C(c2c[nH]c3ccccc23)CC1,29%,11%
Cc1[nH]c2c(C)cccc2c1CCNC(=O)c1cc2ccccc2oc1=O,10%,7%
Cn1c(NCC2CCCO2)nc2c1c(=O)n(Cc1ccccc1)c(=O)n2C (configuration not stated),1%,2%

# 22 structures out of the list, arranged by heavy-atom count, lowest first.
SMILES,UDG counter,AID inh
Cc1ccccc1CNCCN1CCCC1,-2%,-4%
Nc1nccnc1C(=O)Nc1cccc(F)c1,3%,-2%
O=C(CCn1cccn1)Nc1ccc(Br)cc1F,3%,2%
CN(C)CCOC(=O)C1(c2ccccc2)CCCC1,11%,2%
Cc1cc(C)c(C(=O)COC(=O)c2cccs2)c(C)c1,3%,2%
COc1ccc(OC)c(C(C)NC(=O)Cc2ccsc2)c1 (configuration not stated),6%,1%
CCNC(=O)C1CCCN(Cc2ccc(C(F)(F)F)cc2)C1 (configuration not stated),-8%,-4%
NC(=O)c1ccc(NC(=O)Cn2ccc3ccc(Cl)cc32)cc1,-4%,-6%
CCCNc1c(NC(=O)CC(=O)OCC)c(=O)oc2ccccc12,3%,-5%
Cc1ccc(CCNC(=O)c2ccc3c(c2)nc2n3CCOC2)cc1,57%[activator],4%
COc1ccccc1-c1noc(-c2ccc(NC(C)C)c([N+](=O)[O-])c2)n1,?,?
COc1cccc(CNC(=O)CN2C(=O)CCCc3ccccc32)c1OC,-19%[57.5 µM],1%
N#Cc1nc(-c2ccc(COc3ccccc3)o2)oc1NCc1ccccc1,-8%,-6%
CCOC(=O)c1ccc(Nc2nc(-c3cc4cc(Br)ccc4oc3=O)cs2)cc1,0%,29%
CCOc1ccccc1NC(=O)COc1ccc(S(=O)(=O)NC2CCCCC2)cc1,8%,-13%
CC1=C(c2ccc(C)c(C)c2)S(=O)(=O)N=C1N1CCC(C(=O)N2CCC(C)CC2)CC1,6%,7%
COc1ccc(-c2cc(C(F)(F)F)nc(SCCC(=O)Nc3cccc(OC)c3)n2)cc1,10%,1%
CCC(=O)C1=C(c2ccc(C)cc2)N(C(=O)CC)n2c(Cc3ccc(OC)cc3)nnc2S1,-7%,-3%
CCn1c2ccccc2c2cc(CN3CCN(Cc4cc(OC)c(O)c(OC)c4)CC3)ccc21,-12%,1%
COC(=O)C1=C(c2ccccc2)c2ccccc2S(=O)(=O)N1CC(=O)Nc1cccc(C(C)=O)c1,-20%,0%
COC(=O)c1ccc2c(=O)n(CCCCCC(=O)N3CCN(c4ccc(OC)cc4)CC3)c(=O)[nH]c2c1,11%,-24%
COc1ccc(NC(=O)CSC2=Nc3ccccc3C3=NC(CCC(=O)NC4CCCCC4)C(=O)N23)cc1Cl (configuration not stated),14%,20%

# Bioassay records from PubChem.
